TcdB GH inh = inhibitors of Clostridioides difficile toxin B glycohydrolase. P18177. TcdB glycohydrolase enzymatic assay, plate reader. inhibition, % at 9.99 µM. 0.24% of 350,000 active. AID 652162; in the data active = inhibition above about 10%
Target sequence (P18177 whole entry, looked up): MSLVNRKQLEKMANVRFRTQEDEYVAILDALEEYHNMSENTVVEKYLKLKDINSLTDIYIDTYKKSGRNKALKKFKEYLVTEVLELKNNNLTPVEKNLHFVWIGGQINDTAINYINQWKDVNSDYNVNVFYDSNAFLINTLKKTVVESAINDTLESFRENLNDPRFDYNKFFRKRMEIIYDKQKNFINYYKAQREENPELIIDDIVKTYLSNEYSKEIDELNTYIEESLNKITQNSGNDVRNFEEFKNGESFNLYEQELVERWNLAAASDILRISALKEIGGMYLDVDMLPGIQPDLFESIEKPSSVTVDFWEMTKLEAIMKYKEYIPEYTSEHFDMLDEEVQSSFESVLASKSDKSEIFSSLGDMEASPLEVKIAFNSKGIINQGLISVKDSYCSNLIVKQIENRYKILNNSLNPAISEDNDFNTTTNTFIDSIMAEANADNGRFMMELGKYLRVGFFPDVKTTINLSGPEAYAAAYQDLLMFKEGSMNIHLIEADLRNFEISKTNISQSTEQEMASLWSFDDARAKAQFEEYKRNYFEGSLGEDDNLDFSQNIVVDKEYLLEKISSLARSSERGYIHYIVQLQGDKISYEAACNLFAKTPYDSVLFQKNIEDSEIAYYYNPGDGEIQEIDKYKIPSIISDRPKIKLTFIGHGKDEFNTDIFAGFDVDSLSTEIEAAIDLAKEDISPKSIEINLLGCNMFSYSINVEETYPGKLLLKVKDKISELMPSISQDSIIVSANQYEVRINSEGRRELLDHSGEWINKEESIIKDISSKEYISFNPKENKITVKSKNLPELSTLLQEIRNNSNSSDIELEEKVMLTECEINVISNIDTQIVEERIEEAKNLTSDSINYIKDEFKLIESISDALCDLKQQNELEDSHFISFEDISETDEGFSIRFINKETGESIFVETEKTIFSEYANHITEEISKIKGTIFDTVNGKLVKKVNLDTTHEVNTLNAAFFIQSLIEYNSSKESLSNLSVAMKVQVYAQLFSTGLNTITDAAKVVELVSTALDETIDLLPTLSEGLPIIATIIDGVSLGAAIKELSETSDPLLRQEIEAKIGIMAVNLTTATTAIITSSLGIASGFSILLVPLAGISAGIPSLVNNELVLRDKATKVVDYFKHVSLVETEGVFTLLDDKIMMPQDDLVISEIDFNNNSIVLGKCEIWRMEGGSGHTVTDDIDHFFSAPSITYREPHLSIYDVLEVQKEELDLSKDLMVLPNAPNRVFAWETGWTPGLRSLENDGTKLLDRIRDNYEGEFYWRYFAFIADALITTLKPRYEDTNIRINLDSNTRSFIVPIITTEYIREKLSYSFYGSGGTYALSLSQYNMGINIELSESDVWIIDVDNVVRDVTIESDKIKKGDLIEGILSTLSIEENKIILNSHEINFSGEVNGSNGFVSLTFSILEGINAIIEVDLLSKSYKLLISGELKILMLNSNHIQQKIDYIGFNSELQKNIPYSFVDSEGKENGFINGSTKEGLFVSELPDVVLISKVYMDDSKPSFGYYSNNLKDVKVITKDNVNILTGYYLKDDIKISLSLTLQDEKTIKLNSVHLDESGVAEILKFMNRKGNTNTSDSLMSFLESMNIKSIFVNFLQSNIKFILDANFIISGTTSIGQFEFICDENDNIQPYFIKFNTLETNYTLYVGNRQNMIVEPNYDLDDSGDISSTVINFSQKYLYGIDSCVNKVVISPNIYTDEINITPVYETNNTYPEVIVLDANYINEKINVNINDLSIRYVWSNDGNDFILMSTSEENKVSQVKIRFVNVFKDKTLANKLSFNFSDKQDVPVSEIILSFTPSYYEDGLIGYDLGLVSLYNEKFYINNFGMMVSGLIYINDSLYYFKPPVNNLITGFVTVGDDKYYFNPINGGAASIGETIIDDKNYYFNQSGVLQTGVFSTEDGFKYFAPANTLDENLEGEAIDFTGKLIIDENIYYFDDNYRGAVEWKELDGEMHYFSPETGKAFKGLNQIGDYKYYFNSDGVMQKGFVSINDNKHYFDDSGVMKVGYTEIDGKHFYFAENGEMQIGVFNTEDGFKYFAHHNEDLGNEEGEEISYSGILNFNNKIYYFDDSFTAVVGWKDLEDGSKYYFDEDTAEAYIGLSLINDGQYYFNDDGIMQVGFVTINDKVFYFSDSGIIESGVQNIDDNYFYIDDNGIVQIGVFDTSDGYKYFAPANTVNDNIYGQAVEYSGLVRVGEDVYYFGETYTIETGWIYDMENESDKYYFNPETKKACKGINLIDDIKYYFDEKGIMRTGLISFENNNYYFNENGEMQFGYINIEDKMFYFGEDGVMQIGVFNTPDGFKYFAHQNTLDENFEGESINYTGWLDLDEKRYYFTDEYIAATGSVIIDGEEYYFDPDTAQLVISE
BioA inh = blocks M. tuberculosis BioA enzyme activity | purified M. tuberculosis BioA enzyme, plate reader | 0.096% of 360,000 active | inhibition, % at 9.99 µM | AID 602481; in the data active = inhibition above about 40%
* hit, by the source's call. Some of the compounds tested; count on the stated rates, not on these rows.

SMILES	TcdB GH inh	BioA inh
C[C@@H]1CN([C@H](C)CO)C(=O)Cc2cc(NC(=O)C3CC3)ccc2O[C@H]1CN(C)C(=O)Nc1ccc(C(F)(F)F)cc1	-0.7	1.5
C[C@H](CO)N1C[C@H](C)[C@H](CN(C)C)Oc2c(NC(=O)Nc3ccc4c(c3)OCO4)cccc2C1=O	0.1	2.6
C[C@@H]1CCCCO[C@H](CN(C)C(=O)c2ccccc2)[C@H](C)CN([C@@H](C)CO)C(=O)c2cc(NC(=O)CCC(F)(F)F)ccc2O1	0.6	0.5
CO[C@@H]1CN(C)C(=O)c2ccc(NC(=O)Cc3ccccc3)cc2OC[C@@H](C)N(CC2CC2)C[C@@H]1C	-1.4	0.0
COc1cccc(S(=O)(=O)N(C)C[C@@H]2Oc3ncc(C#CC(C)C)cc3C(=O)N([C@@H](C)CO)C[C@@H]2C)c1	0.4	-0.9
C[C@@H]1CN([C@H](C)CO)C(=O)c2cccc(NC(=O)Nc3ccc(F)cc3)c2O[C@H]1CN(C)Cc1ccc2c(c1)OCO2	0.0	-0.9
C[C@H]1CN([C@@H](C)CO)C(=O)Cc2cc(NC(=O)Nc3ccccc3)ccc2O[C@H]1CN(C)C(=O)Nc1ccc(F)cc1	2.2	-0.7
CO[C@H]1CN(C)C(=O)c2ccc(NC(=O)Nc3cc(F)ccc3F)cc2OC[C@@H](C)NC[C@@H]1C	1.9	2.4
COc1ccc(S(=O)(=O)Nc2ccc3c(c2)CC(=O)N([C@H](C)CO)C[C@@H](C)[C@@H](CN(C)S(=O)(=O)c2ccc(OC)cc2)O3)cc1	0.7	-0.3
C[C@@H]1CCCCO[C@H](CN(C)S(=O)(=O)c2ccc(Cl)cc2)[C@@H](C)CN([C@@H](C)CO)C(=O)c2cc(NC(=O)Nc3cccc4ccccc34)ccc2O1	-0.6	0.1
Cc1ccc(S(=O)(=O)N(C)C[C@@H]2Oc3ccc(NC(=O)NC(C)C)cc3CC(=O)N([C@H](C)CO)C[C@@H]2C)cc1	0.9	-0.5
O=C(C[C@@H]1CC[C@@H]2[C@H](COC[C@H](O)CN2Cc2cccc(-c3ccncc3)c2)O1)N1CCCCC1	-3.0	-1.1
O=C(C[C@H]1CC[C@@H](NC(=O)Nc2ccccc2)[C@H](CO)O1)NCc1ccccn1	0.0	0.3
CCN(C[C@@H]1[C@@H](c2ccc(-c3cccnc3)cc2)[C@H](CO)N1C(C)=O)C(C)=O	1.1	5.4
CO[C@@H]1CN(C)C(=O)c2ccc(NS(=O)(=O)c3cccc(F)c3)cc2OC[C@@H](C)N(Cc2cc(F)ccc2F)C[C@H]1C	-0.6	-1.8
COc1ccc(S(=O)(=O)N(C)C[C@@H]2Oc3ccc(N(C)C)cc3CC(=O)N([C@H](C)CO)C[C@H]2C)cc1	-8.3	0.1
COc1ccc(NC(=O)Nc2ccc3c(c2)C(=O)N([C@@H](C)CO)C[C@H](C)[C@@H](CN(C)C(=O)C2CCCCC2)OCCCC[C@@H](C)O3)cc1	-3.0	-1.6
CO[C@@H]1CN(C)C(=O)c2ccc(NC(=O)C3CCC3)cc2OC[C@H](C)N(Cc2ccc(F)cc2)C[C@@H]1C	0.0	0.4
C[C@H](CO)N1C[C@H](C)[C@H](CN(C)C(=O)C2CC2)OCc2cn(nn2)CCCC1=O	-1.3	1.4
O=C([C@H]1N[C@H]2c3ccc(C4=CCCCC4)c(=O)n3C[C@H]2[C@@H]1CO)N1CCC(Cc2ccccc2)CC1	-0.1	0.0
CCCN1[C@@H]2c3ccc(-c4ccc(C(=O)N(C)C)cc4)c(=O)n3C[C@@H]2[C@@H](CO)[C@@H]1C(=O)NCCOC	-0.2	-0.5
O=C(C[C@H]1CC[C@@H]2[C@H](COC[C@@H](O)CN2C(=O)Nc2cccc(F)c2)O1)NCCCN1CCOCC1	1.0	-2.5
COc1ccccc1CNC(=O)C[C@H]1C[C@@H]2c3cc(NC(=O)C4CCC4)ccc3O[C@@H]2[C@H](CO)O1	0.0	1.9
Cc1noc(C)c1NC(=O)N(C)C[C@@H]1Oc2ncc(C#CC(C)C)cc2C(=O)N([C@@H](C)CO)C[C@H]1C	-1.1	-0.5
C/C=C/c1ccc2c(c1)O[C@@H](CN(C)C(=O)Nc1ccc(F)cc1)[C@H](C)CN([C@H](C)CO)S2(=O)=O	-0.5	18

The listing continues.
SMILES	TcdB GH inh	BioA inh
COc1ccc(CNC(=O)N(C)C[C@H]2OCc3ccccc3-c3c(n(C)c4ccccc34)C(=O)N([C@H](C)CO)C[C@@H]2C)cc1	0.1	0.7
O=C(Nc1ccc(C(F)(F)F)cc1)N[C@H]1C=C[C@H](CC(=O)N2CCCCC2)O[C@H]1CO	-0.6	-1.8
C[C@H]1CN([C@@H](C)CO)S(=O)(=O)c2ccc(C#CCC3CCCC3)cc2O[C@H]1CN(C)C(=O)c1cnccn1	-1.2	-0.6
C[C@@H]1CN([C@@H](C)CO)C(=O)c2cc(NC(=O)Cc3ccccc3)ccc2O[C@@H](C)CCCCO[C@H]1CN(C)C(=O)CCC(F)(F)F	-0.2	-1.3
COc1ccc(S(=O)(=O)N(C)C[C@H]2Oc3ccc(NC(=O)Cc4cn(C)c5ccccc45)cc3CC(=O)N([C@H](C)CO)C[C@@H]2C)cc1	0.2	2.8
C[C@H]1CN([C@@H](C)CO)C(=O)c2ccccc2-c2ccccc2CO[C@@H]1CN(C)C(=O)Nc1ccccc1C(F)(F)F	-1.2	0.8
CCCN1[C@H](C(=O)OC)[C@@H](CO)[C@@H]2Cn3c(ccc(C4=CCCC4)c3=O)[C@@H]21	-2.3	-3.6
CC(C)NC(=O)Nc1ccc2c(c1)CC(=O)N([C@@H](C)CO)C[C@@H](C)[C@H](CN(C)C(=O)Nc1cccc3ccccc13)O2	0.5	0.3
CCC(=O)N1C[C@H]2[C@@H](c3ccccc31)[C@H](CO)N2C(=O)Nc1ccccc1F	0.4	-2.0
C[C@H](CO)N1C[C@H](C)[C@@H](CN(C)C(=O)NC2CCCCC2)Oc2ccc(NC(=O)Nc3ccc4c(c3)OCO4)cc2CC1=O	-0.8	2.4
Cc1ccccc1S(=O)(=O)N1CCCCN2[C@@H](CO)[C@@H](c3ccc(-c4cncnc4)cc3)[C@@H]2C1	-0.4	0.4
C[C@H](CO)N1C[C@H](C)[C@H](CN(C)C)Oc2ncc(-c3ccccc3F)cc2C1=O	0.5	-0.1
CNC[C@H]1Oc2ccc(NC(=O)C3CC3)cc2C(=O)N([C@@H](C)CO)C[C@H]1C	-1.2	-0.5
CC=Cc1ccc2n(c1=O)C[C@H]1[C@H](CO)[C@@H](C(=O)NC3CCC3)N(S(C)(=O)=O)[C@@H]21 (mixture of isomers)	-0.5	0.2
C[C@H](CO)N1C[C@H](C)[C@H](CN(C)C(=O)NC2CCCCC2)Oc2c(NC(=O)c3ccncc3)cccc2C1=O	1.1	-1.6
COc1ccc(S(=O)(=O)N(C)C[C@@H]2OCCCC[C@@H](C)Oc3ccc(NC(=O)Nc4ccc(F)cc4)cc3C(=O)N([C@@H](C)CO)C[C@@H]2C)cc1	0.1	-3.1
CCC(=O)N1C[C@H](C)[C@@H](OC)CN(C)C(=O)c2cc(NS(C)(=O)=O)ccc2OC[C@@H]1C	-0.1	-2.3
C[C@@H]1CN([C@H](C)CO)C(=O)Cc2cc(NS(C)(=O)=O)ccc2O[C@H]1CN(C)Cc1ccc(Oc2ccccc2)cc1	1.0	1.9
C[C@@H]1CN([C@@H](C)CO)S(=O)(=O)c2ccc(/C=C/c3ccccc3)cc2O[C@H]1CN(C)C(=O)c1cccnc1	2.1	7.0
N#C[C@@H]1[C@@H](c2ccc(-c3cccnc3)cc2)[C@H](CO)N1C(=O)Nc1ccc(F)cc1	-2.2	5.2
CCCC#Cc1cnc2c(c1)C(=O)N([C@H](C)CO)C[C@@H](C)[C@@H](CN(C)C(=O)Cc1ccccc1)O2	1.8	-1.8
CCCC#Cc1ccc2c(c1)O[C@H](CN(C)C(=O)c1cccnc1)[C@@H](C)CN([C@H](C)CO)S2(=O)=O	0.8	3.3
C[C@@H]1CN([C@H](C)CO)S(=O)(=O)c2ccc(-c3cncnc3)cc2O[C@H]1CN(C)Cc1ccncc1	0.4	1.5
O=C([C@@H]1N[C@@H]2c3ccc(-c4ccc(F)cc4)c(=O)n3C[C@@H]2[C@H]1CO)N1CCOCC1	-0.3	-2.4
C[C@@H]1CCCCO[C@H](CN(C)S(C)(=O)=O)[C@H](C)CN([C@@H](C)CO)C(=O)c2cc(NC(=O)C3CCCCC3)ccc2O1	0.8	2.8

Some of these compounds in order of length of the SMILES, highest first.
SMILES	TcdB GH inh	BioA inh
COc1ccc(S(=O)(=O)N(C)C[C@@H]2OCCCC[C@@H](C)Oc3ccc(NC(=O)Nc4ccc(F)cc4)cc3C(=O)N([C@@H](C)CO)C[C@@H]2C)cc1	0.1	-3.1
C[C@@H]1CN([C@@H](C)CO)C(=O)c2cc(NC(=O)Cc3ccccc3)ccc2O[C@@H](C)CCCCO[C@H]1CN(C)C(=O)CCC(F)(F)F	-0.2	-1.3
CC(C)NC(=O)Nc1ccc2c(c1)CC(=O)N([C@@H](C)CO)C[C@@H](C)[C@H](CN(C)C(=O)Nc1cccc3ccccc13)O2	0.5	0.3
COc1ccc(CNC(=O)N(C)C[C@H]2OCc3ccccc3-c3c(n(C)c4ccccc34)C(=O)N([C@H](C)CO)C[C@@H]2C)cc1	0.1	0.7
O=C([C@@H]1N[C@@H]2c3ccc(-c4ccc(F)cc4)c(=O)n3C[C@@H]2[C@H]1CO)N1CCOCC1	-0.3	-2.4
CCCN1[C@H](C(=O)OC)[C@@H](CO)[C@@H]2Cn3c(ccc(C4=CCCC4)c3=O)[C@@H]21	-2.3	-3.6
N#C[C@@H]1[C@@H](c2ccc(-c3cccnc3)cc2)[C@H](CO)N1C(=O)Nc1ccc(F)cc1	-2.2	5.2
O=C(Nc1ccc(C(F)(F)F)cc1)N[C@H]1C=C[C@H](CC(=O)N2CCCCC2)O[C@H]1CO	-0.6	-1.8
CCC(=O)N1C[C@H]2[C@@H](c3ccccc31)[C@H](CO)N2C(=O)Nc1ccccc1F	0.4	-2.0

The list continues:
SMILES	TcdB GH inh	BioA inh
C[C@@H]1CN([C@@H](C)CO)C(=O)c2cccc(NC(=O)Nc3ccc(C(F)(F)F)cc3)c2O[C@@H]1CN(C)Cc1ccc2c(c1)OCO2	0.9	-1.6
C[C@H]1CN([C@@H](C)CO)C(=O)Cc2cc(NC(=O)CCN3CCOCC3)ccc2O[C@@H]1CN(C)S(=O)(=O)c1cccs1	-7.2	0.4
CCC(=O)N(C)C[C@@H]1Oc2cc(C#CC3CCCCC3)ccc2S(=O)(=O)N([C@H](C)CO)C[C@H]1C	1.9	2.2
CCC(=O)N(C)C[C@@H]1Oc2cc(C#CC3(O)CCCC3)ccc2S(=O)(=O)N([C@H](C)CO)C[C@H]1C	-0.3	2.0
C[C@H]1CN([C@@H](C)CO)C(=O)Cc2cc(NC(=O)NC3CCCCC3)ccc2O[C@H]1CN(C)CC1CC1	-0.4	-2.0
O=C(Nc1ccccc1)N1CCCCN2[C@H](CO)[C@H](c3ccc(-c4ccccc4F)cc3)[C@@H]2C1	0.0	-0.3
C[C@H](NC(=O)C[C@@H]1C[C@@H]2c3cc(NC(=O)Nc4ccc(C(F)(F)F)cc4)ccc3O[C@@H]2[C@@H](CO)O1)c1ccccc1	0.8	-1.2
C[C@@H]1CN([C@H](C)CO)C(=O)c2cc(NS(=O)(=O)c3ccccc3)ccc2O[C@@H]1CN(C)Cc1ccc(C(=O)Nc2ccccc2N)cc1	0.9	3.0
CC(C)NC(=O)N(C)C[C@@H]1Oc2ccc(N(C)C)cc2CC(=O)N([C@H](C)CO)C[C@@H]1C	-5.4	-0.2
COc1ccccc1S(=O)(=O)N(C)C[C@H]1Oc2cc(/C=C/c3ccccc3)ccc2S(=O)(=O)N([C@@H](C)CO)C[C@H]1C	-1.1	-0.7
C/C=C/c1cnc2c(c1)C(=O)N([C@@H](C)CO)C[C@H](C)[C@@H](CN(C)Cc1ccc(F)cc1)O2	-7.3	-5.3
C[C@H]1CN([C@@H](C)CO)C(=O)c2cccc(NS(C)(=O)=O)c2O[C@@H]1CN(C)C(=O)Nc1ccc(C(F)(F)F)cc1	1.9	-4.3
C[C@H]1CCCCO[C@@H](CN(C)C(=O)c2ccccc2)[C@@H](C)CN([C@@H](C)CO)C(=O)c2cc(NC(=O)NC3CCCCC3)ccc2O1	-1.8	2.2
C[C@H](CO)N1C[C@H](C)[C@@H](CN(C)S(=O)(=O)c2ccccc2)Oc2ncc(C#CC3(O)CCCC3)cc2C1=O	0.3	0.3
CO[C@H]1CN(C)C(=O)c2ccc(NC(C)=O)cc2OC[C@@H](C)N(Cc2nccs2)C[C@H]1C	0.0	5.5
CO[C@@H]1CC[C@H]2CCN(C)C(=O)[C@@H](C)[C@H](OC)CN(C)C(=O)c3cc(C#N)ccc3OC[C@@H]1O2	-6.6	-0.1
COc1ccc(S(=O)(=O)Nc2ccc3c(c2)C(=O)N([C@@H](C)CO)C[C@H](C)[C@@H](CN(C)S(=O)(=O)c2c(C)noc2C)OCCCC[C@@H](C)O3)cc1	-1.1	0.0
COCCNC(=O)C[C@@H]1C[C@@H]2c3cc(NS(C)(=O)=O)ccc3O[C@@H]2[C@H](CO)O1	-1.5	-2.8
COc1cccc(S(=O)(=O)N[C@@H]2CC[C@@H](CC(=O)NC3Cc4ccccc4C3)O[C@H]2CO)c1	0.2	0.3
CO[C@@H]1CN(C)C(=O)c2cc(NC(C)=O)ccc2OC[C@H](C)N(Cc2cncnc2)C[C@@H]1C	-0.5	0.0
CCCNC(=O)N1C[C@@H](C)[C@H](OC)CN(C)C(=O)c2ccc(NS(C)(=O)=O)cc2OC[C@@H]1C	-0.9	-0.5
C[C@H](CO)N1C[C@H](C)[C@@H](CN(C)C(=O)NC2CCCCC2)Oc2ccc(NC(=O)c3ccncc3)cc2CC1=O	0.2	-0.4
C[C@H](CO)N1C[C@H](C)[C@@H](CN(C)Cc2ccc(C(=O)O)cc2)Oc2c(NC(=O)c3nc4ccccc4s3)cccc2C1=O	0.5	0.9

Screening results: PubChem BioAssay, Broad Institute
